Screening results (PubChem)
PI5P4K alpha inh: inhibitors of human PI5P4K alpha | P48426 | PI5P4Kalpha enzyme, ADP-Glo luminescence, 60 min; stronger effect = lower value | max response, % | 1.2% of 330,000 active | AID 652105; active = max response of -50% or lower; inconclusive = between -30% and -50%; inactive = -30% or higher; also: value at the top dose of about 77 µM; % is scaled to controls: 0 for no effect and ±100 for the full control effect
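ADP-Glo luminescence end-point after a 60 min room-temperature kinase reaction. PI5P4Kalpha and substrate in HEPES pH 7.4 buffer with EGTA, 0.1% CHAPS and 5% DMSO; ATP at 5 microM final.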
EPAC1 agonist: EPAC1 (human) agonism; O95398; EPAC1 agonist qHTS, biochemical assay; response scale: 100% = response to 6.5 mM cAMP; Potency, µM (top dose mostly 154 µM), without a hit: at the highest dose activation, actives largely listed as activators; 0.073% of 360,000 active; AID 720707; also: potency is read from the fitted curve at half-maximal effect; nearly all actives have a fitted effect of over 60% in size
Target sequence (O95398 whole entry, looked up): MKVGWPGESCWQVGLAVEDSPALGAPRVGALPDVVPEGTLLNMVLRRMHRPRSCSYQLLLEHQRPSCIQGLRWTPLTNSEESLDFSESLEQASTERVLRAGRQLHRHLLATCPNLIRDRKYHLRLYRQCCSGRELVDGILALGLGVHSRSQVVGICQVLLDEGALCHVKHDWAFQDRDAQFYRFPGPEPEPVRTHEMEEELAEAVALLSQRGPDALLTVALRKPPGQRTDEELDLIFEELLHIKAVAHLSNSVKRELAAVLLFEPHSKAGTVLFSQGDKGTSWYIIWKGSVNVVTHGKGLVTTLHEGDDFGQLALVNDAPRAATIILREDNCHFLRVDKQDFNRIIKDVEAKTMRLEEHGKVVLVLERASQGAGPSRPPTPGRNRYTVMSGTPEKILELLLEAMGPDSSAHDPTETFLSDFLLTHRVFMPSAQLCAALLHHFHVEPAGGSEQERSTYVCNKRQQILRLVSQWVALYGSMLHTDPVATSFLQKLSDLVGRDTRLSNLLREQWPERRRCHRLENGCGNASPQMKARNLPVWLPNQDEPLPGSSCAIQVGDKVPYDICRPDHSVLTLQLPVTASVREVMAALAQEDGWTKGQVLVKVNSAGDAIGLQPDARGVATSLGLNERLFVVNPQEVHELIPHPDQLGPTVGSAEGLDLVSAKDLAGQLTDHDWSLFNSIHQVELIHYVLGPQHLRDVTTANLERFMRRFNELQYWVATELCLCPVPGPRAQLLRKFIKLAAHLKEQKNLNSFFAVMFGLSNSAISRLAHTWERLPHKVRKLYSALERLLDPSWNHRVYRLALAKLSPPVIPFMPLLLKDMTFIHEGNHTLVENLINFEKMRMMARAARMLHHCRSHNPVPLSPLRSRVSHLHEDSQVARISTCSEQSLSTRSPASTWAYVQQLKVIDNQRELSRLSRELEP
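Multi-concentration qHTS readout: loss of Rap1B-bound BODIPY-GDP fluorescence driven by 100 nM EPAC1 with excess GDP (50 uM), monitored kinetically at room temperature; agonist response expressed relative to 6.5 mM cAMP.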
GLP1R cytotox: cytotoxicity in counter-screen for GLP-1R inverse agonists; 0.13% of 410,000 active; HEK293 cAMP-luciferase reporter cells, luminescence, 24 h; AID 624418; Potency, µM (titrated, usually from 38.3 µM), inactives show at the highest dose activity change, negative = inhibition, most hits filed as inhibitors;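 also: loss of luciferase light is scored as toxicity; potency is read from the fitted curve at half-maximal effect; % is scaled to controls: 0 for no effect and ±100 for the full control effect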
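Seeding density was 200 cells/uL; after overnight-length (12 h) culture, 23 nL compounds went on for 24 h at 37 °C. Readout used a luciferase detection reagent, luminescence taken after 12 min at room temperature.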
PTHR1 ag: activates the human parathyroid hormone receptor PTHR1; HEK293 GP2 PTHR1 cells, GloSensor cAMP luminescence, 1 h; Potency, µM (doses to about 115 µM), for inactives: top-dose activation, hits mostly activators; Q03431; AID 743266; 0.075% of 410,000 active; also: potency is read from the fitted curve at half-maximal effect; nearly all actives have a fitted effect of over 55% in size; some results filed as inactive show a strong effect at the top dose; inactives centre near -15; many of its hits are not listed in these tables
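HEK-293-derived GP2 cells expressing PTHR1 and a GloSensor cAMP reporter, 3,000/well, plated overnight, given luciferin plus IBMX (each 0.5 mM as added) for 1 h at 37 °C, then compound for 1 h at 37 °C. Luminescence was read after 15 min at room temperature.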
EPAC1 antagonist: EPAC1 (human) antagonism; O95398; EPAC1 GEF assay, Rap1b-BODIPY-GDP exchange fluorescence; Potency, µM (highest dose often 115 µM), inactives show top-dose activity change, negative = inhibition, hits mostly inhibitors; 0.14% of 360,000 active; AID 720709;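 also: potency is read from the fitted curve at half-maximal effect; plate controls were vehicle for no effect and positive control for full effect; nearly all actives have a fitted effect of over 50% in size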
PLK1 PBD block: blocks phosphopeptide binding to human PLK1 polo-box domain | Plk1 PBD binding of FITC phosphopeptide, fluorescence polarization | 2.8% of 360,000 active | Potency, µM, for inactives: max response, negative = inhibition, actives largely listed as inhibitors; also: potency is read from the fitted curve at half-maximal effect; series mostly up to about 57 µM; % is scaled to controls: 0 for no effect and ±100 for the full control effect; nearly all actives have a fitted effect of over 65% in size
IL2 activator: IL-2 activation | IL-2 activation reporter assay, cell-based qHTS; stimulated with anti-CD3/CD4/CD28 beads; in transgenic mouse T cells | activation, % (series mostly up to about 46 µM) | 0.065% of 360,000 active; in the data active = activation above about 50%; inconclusive = mostly about 30% to 49%; also: 0% is about no effect
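Unstimulated transgenic mouse T cells preincubated 60 min with compound, then stimulated with anti-CD3/anti-CD4-coated beads plus anti-CD28 for 18 h at 37 degrees C. IL-2 response read as EGFP and DsRed fluorescence by plate cytometry.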
GLP-1R agonist: GLP-1 receptor (human) agonism | Potency, µM (top dose mostly 45.6 µM), for the others: at the highest dose activation, most hits filed as activators | P43220 | HEK293 GLP-1R CRE-luciferase, luminescence, 4-6 h; cells express a hypersensitive GLP-1R form | 0.007% of 380,000 active | AID 624172; also: potency is read from the fitted curve at half-maximal effect; % of control where 0% means no effect
GLP1R inv ag: GLP-1 receptor (human) inverse agonism; P43220; HEK293 GLP-1R CRE-luciferase, luminescence, 24 h; GLP-1R form is constitutively active; Potency, µM (series often up to 38.3 µM), inactives show at the highest dose activity change, negative = inhibition, most hits filed as inhibitors; 1.6% of 410,000 active; AID 624417; also: potency is read from the fitted curve at half-maximal effect; % is scaled to controls: 0 for no effect and ±100 for the full control effect; nearly all actives have a fitted effect of over 55% in size
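Inverse agonists were sought by their lowering of basal cAMP reporter luciferase output in HEK293 cells stably carrying constitutively active human GLP-1R, after 24 h compound treatment.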
* hit, by the source's call; i = inactive; ? = inconclusive; nt = not tested or not shown; & = joins results of further samples; [ ] = remark or other dose. Unless noted, calls follow the shape of the dose curve; as a rule, active = well fitted curve in the direction sought with a large enough effect; inconclusive = small, poorly fitted or top-dose-only effect, or another doubt; inactive = no such curve, though single readings can be large; an effect the other way counts as inactive or inconclusive. Only part of the results is shown. The share of hits here may be higher or lower than overall.

SMILES	PI5P4K alpha inh	EPAC1 agonist	GLP1R cytotox	PTHR1 ag	EPAC1 antagonist	PLK1 PBD block	IL2 activator	GLP-1R agonist	GLP1R inv ag
Cc1cc(C)n2nc(C(=O)Nc3nnc(C4CC4)s3)nc2n1	-4	7%	11%	-3%[57.5 µM]	7%	-8%	-0.3	2%	0%
C#CCOc1ccc(C2C3=C(CC(C)(C)CC3=O)N(CC(=O)O)C3=C2C(=O)CC(C)(C)C3)cc1	2	-3%	nt	-4%	-6%	-4%	0.1	-6%	3%
COC(c1ccccc1)c1nc2ccccc2[nH]c1=O (stereo not drawn)	5	-2%	0%	i	-17%	1%	-2.0	2%	67%[activator]
O=C(NCc1n[nH]c(=S)n1-c1ccc(Br)cc1)c1ccc(S(=O)(=O)N2CCCC2)cc1	4	6%	-7%	-21%	3%	-4%	1.7	3%	11%
COc1cccc(NC(=S)N2C3CCCC2CC(NC(=O)C2CC2)C3)c1 (stereo not drawn)	9	-9%	0%	-15%	-11%	-7%	-0.2	6%	-4%
Nc1c(-c2nn[nH]n2)cnn1-c1cc(Cl)cc(Cl)c1	-11	-4%	-2%	i	8%	3%	-1.9	-1%	18%
Cc1c(CC(=O)N2C[C@H]3C[C@@H](C2)c2cccc(=O)n2C3)c(=O)oc2cc3occ(C(C)(C)C)c3cc12	1	-16%	5%	i	?	-14%	0.0	9%	-29%
COc1ccc(Cl)cc1NC(=O)CN1C(=O)NC2(CCCC2)C1=O	-3	-9%	-11%	i	14%	-9%	0.4	1%	-27%
CCOC(=O)c1ccc(NC(=O)CC2S/C(=N/N=C/c3c[nH]c4ccccc34)NC2=O)cc1 (stereo not drawn)	2	-3%	-26%	i	-14%	0%	2.1	14%	-52%
CCC(Sc1ccc2nnc(CCNS(=O)(=O)c3ccc(OC)cc3)n2n1)C(=O)OC (stereo not drawn)	7	8%	6%&4%	-21%	-26%	1%	0.0	-2%	6%&1%
CCOc1cc(-c2noc(N)c2C#N)cc(OCC)c1OCC	0	1%	-11%	-32%	-20%	-2%	-0.5	17%	1%
COc1ccccc1N1CCN(c2cc(=O)n(-c3ccc(Cl)cc3)c(=O)[nH]2)CC1	7	4%	1%	-11%	-1%	-3%	0.0	-1%	5%
O=C(NCCCN1CCOCC1)/C(=C/c1ccco1)NC(=O)c1ccccc1	0	1%	-1%	i	13%	4%	0.4	4%	29%
O=C(COC(=O)CCOc1ccccc1)NCCC1=CCCCC1	-8	-12%	-3%	i	-5%	0%	-1.4	14%	9%
CN(c1ccc(C(=O)N2CCOCC2)cc1)S(=O)(=O)c1cccs1	2	15%	-10%	i	7%	-8%	1.5	7%	4%
O=C(CSc1nc2ccccc2n1S(=O)(=O)c1cccc([N+](=O)[O-])c1)NCCc1ccccc1	12	-4%	-4%	-65%[inhibitor]	-8%	-4%	-0.7	-1%	-11%
Cc1sc2ncnc(SCC(=O)N3CCC(c4noc5ccc(F)cc45)CC3)c2c1C	-2	0%	-5%	-21%	-14%	-5%	2.6	-2%	4%
O=C1CSCC(=O)N1Cc1ccc(Cl)cc1Cl	0	1%	2%	-33%[inhibitor]	0%	-24%	-0.2	10%	-19%
Cc1ccc(C)c(NC(=O)CCN2CC(C)CC(C)C2)c1 (stereo not drawn)	3	-13%	-4%	i	3%	-9%	0.5	-2%	-8%
Cc1ccc(Cn2c(CN(C)Cc3ccccc3)nc3c2c(=O)n(C)c(=O)n3C)cc1	nt	5%	-12%	-49%[inhibitor]	-10%	1%	-1.3	22%	-45%
COc1ccc(CNc2nccn3ccnc23)cc1	-3	7%	3%	-46%[inhibitor]	-7%	3%	-0.3	19%	35%[activator]
COc1ccc(OC)c(CCNC(=O)CN2C(=O)COc3ccc(S(=O)(=O)N4CCOCC4)cc32)c1	-1	-12%	-5%	i	23%	-6%	-2.7	1%	3%
Cn1c(SCC(=O)NCC2CCCO2)nc2c([nH]c3ccccc32)c1=O (stereo not drawn)	nt	5%	-23%	i	-29%	-14%	0.8	1%	1%
Cn1c(N=Cc2ccc([N+](=O)[O-])cc2)c(N)c(=O)n(C)c1=O	15	4%	72%	21%	-8%	-15%	-4.7	15%	24%
Cc1nc2scc(-c3ccco3)c2c(=O)n1/N=C/N(C)C	nt	6%	-5%	i	3%	-11%	-1.1	-3%	-13%

More compounds follow:
SMILES	PI5P4K alpha inh	EPAC1 agonist	GLP1R cytotox	PTHR1 ag	EPAC1 antagonist	PLK1 PBD block	IL2 activator	GLP-1R agonist	GLP1R inv ag
Cc1n[nH]c(C)c1S(=O)(=O)N1CCN(C2CCCCC2)CC1	2	-9%	1%	i	6%	-4%	-0.9	0%	32%[activator]
NC(=O)c1ccc(-n2nnnc2SCc2ccc(F)cc2)cc1	3	-2%	-15%	-15%[57.5 µM]	8%	1%	-1.5	-5%	20%
CCCn1c(Sc2nnnn2-c2ccccc2)n[nH]c1=O	-5	-6%	-4%	-3%	-7%	-2%	-1.8	-6%	0%
NC(=O)CN1C(=O)C2CCCCN2C(=O)c2ccccc21 (stereo not drawn)	-1	2%	-4%	-52%[inhibitor][57.5 µM]	11%	0%	4.2	4%	8%
O=C(O)CC1Sc2nc3ccccc3n2C1=O (stereo not drawn)	-8	2%	3%	i	7%	2%	0.4	-20%	-5%
CCOC(=O)CN(C(=O)CNC(=O)c1cccs1)C(C(=O)NC1CCCCC1)c1cccnc1 (stereo not drawn)	-7	0%	8%	-24%	10%	-7%	-3.6	-14%	1%
Cc1nccn1-c1ccc(NC(=O)[C@H]2O[C@@H](n3ccc(N)nc3=O)[C@H](O)[C@@H]2O)cc1	0	2%	0%	-24%	1%	2%	-0.5	7%	2%
COC(=O)c1nccnc1N	16	6%	1%	i	5%	-6%	0.4	-4%	15%
O=C(CCCCCN1C(=O)c2ccccc2C1=O)Nc1ccc(S(=O)(=O)N2CCCCC2)cc1	4	11%	-3%	i	-16%	-4%	-1.0	7%	1%
O=C(CCNC(=O)C1CCN(S(=O)(=O)c2ccc(F)cc2)CC1)NCc1cccnc1	7	3%	-6%	i	-1%	-6%	-2.5	1%	8%
COCCNC(=S)N1CCC(C(=O)c2ccc(C)cc2)CC1	5	7%	0%	-23%	0%	-6%	0.3	9%	5%
CN(C)Cc1cc(C(C)(C)c2cc(CN(C)C)c(O)c(CN(C)C)c2)cc(CN(C)C)c1O	3	0%	-13%	-23%	2%	-8%	-1.0	1%	-25%
CCOC(=O)c1c(C)[nH]c(C(=O)OCc2ccccc2)c1C	2	-12%	1%	i	5%	1%	-1.3	?	?
Cc1ccc(Oc2nc3c(c(=O)n(Cc4ccccc4F)c(=O)n3C)n2C)cc1	nt	8%	1%	i	-4%	-7%	-1.4	-3%	0%
O=C1CN(C(=O)NCC(=O)N2CCCC2)c2ccccc2N1	4	2%	-6%	i	0%	1%	1.5	2%	-6%
COc1ccc(NC(=O)CC(C)(C)C)c([N+](=O)[O-])c1	nt	-9%	6%	-14%[57.5 µM]	-4%	-1%	0.8	0%	-7%
COc1ccc(CNC(=O)c2ccc(S(=O)(=O)N3CCCC3)cc2)cc1OC	-3	3%	-3%	i	-23%	-13%	0.5	0%	20%
COc1cccc(OCC(=O)NC2CCCCCC2)c1	0	-9%	2%	-24%	-4%	-2%	0.5	16%	-7%
CC(=O)Nc1nnc(SCC(=O)N2CCCc3ccccc32)s1	-2	-4%	-12%	-8%	-20%	1%	1.2	-1%	1%
NC(=O)CSc1nc(N)c2c3c(sc2n1)CCCCC3	-3	-1%	-22%	i	2%	-4%	0.9	21%	0%
O=C(CN1CCN(Cc2ccc(Cl)cc2)C1=O)NCCCN1CCOCC1	1	-9%	5%	-8%	-2%	2%	-3.2	-3%	-8%
O=C(Nc1ccc(Cl)cc1)NC1CCS(=O)(=O)C1 (stereo not drawn)	nt	1%	6%	-9%[57.5 µM]	6%	0%	-2.4	4%	0%
Cc1nonc1CC(=O)NC1CC(C)(C)Cc2c1cnn2-c1ccc(F)cc1 (stereo not drawn)	-1	-8%	15%	i	-4%	-1%	-3.5	1%	-15%
Cc1ccc(NC(=O)CN2C(=O)NC(C)(c3ccc(Cl)cc3)C2=O)cc1 (stereo not drawn)	11	-1%	-9%	-7%	-19%	-14%	-1.4	9%	?
CC1Cc2ccccc2N1C(=O)COc1ccc2c(c1)OCO2 (stereo not drawn)	-3	7%	-6%	-13%	-12%	-14%	2.0	?	?
COC(=O)[C@H]1[C@H](c2ccccc2)[C@H](C(=O)OC)O[C@H]1c1ccccc1	-6	-5%	?	-2%	2%	-4%	-1.1	1%	-23%
O=C(CSc1nnc(CNC(=O)c2c(F)cccc2F)o1)c1ccc(Cl)cc1	2	1%	3%	-19%	6%	-2%	-3.0	4%	-6%
COc1ccc(NS(=O)(=O)c2nnc(NC(=O)c3ccccc3F)s2)cc1	8	-6%	2%&1%	-22%&-14%	-6%	-9%	-1.8	0%	-8%&4%
CCC(C)(C)C1CCC2(CC1)NC(=O)N(CC(=O)NCCc1c[nH]c3ccccc13)C2=O (stereo not drawn)	5	-27%	-8%	-11%	0%	1%	0.0	-20%	?
CS(=O)(=O)NCCCNc1c(Cl)cccc1[N+](=O)[O-]	2	7%	-6%	0%[57.5 µM]	-18%	-1%	-0.3	6%	10%

Grouped by structure: those above containing a tert-butyl group
SMILES	PI5P4K alpha inh	EPAC1 agonist	GLP1R cytotox	PTHR1 ag	EPAC1 antagonist	PLK1 PBD block	IL2 activator	GLP-1R agonist	GLP1R inv ag
Cc1c(CC(=O)N2C[C@H]3C[C@@H](C2)c2cccc(=O)n2C3)c(=O)oc2cc3occ(C(C)(C)C)c3cc12	1	-16%	5%	i	?	-14%	0.0	9%	-29%
COc1ccc(NC(=O)CC(C)(C)C)c([N+](=O)[O-])c1	nt	-9%	6%	-14%[57.5 µM]	-4%	-1%	0.8	0%	-7%

Just PLK1 PBD block, IL2 activator and PI5P4K alpha inh (2 entries from above):
Molecule | PLK1 PBD block | IL2 activator | PI5P4K alpha inh
CCCn1c(Sc2nnnn2-c2ccccc2)n[nH]c1=O | -2% | -1.8 | -5
NC(=O)CN1C(=O)C2CCCCN2C(=O)c2ccccc21 (stereo not drawn) | 0% | 4.2 | -1
